# From PubChem BioAssay
# MmCpn inh: Inhibitors of TCP-1 ring complex (TRiC) of Methanococcus maripaludis (MmCpn): qHTS | purified Mm-Cpn ATPase, ADP Transcreener TR-FRET | Potency, µM (top dose mostly 76.9 µM), for inactives: at the top dose activity, negative = inhibition, hits mostly inhibitors | hit rate 0.031% among 330,000 | AID 504842, 2011; note: potency is the fitted concentration of half-maximal effect; % is set by controls: 0 for no effect and ±100 for the full control effect; nearly all actives have a fitted effect of over 80% in size
#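 Purified archaeal chaperonin (25 nM final) was preincubated with compound for 10 min at 37°C, then ATP (10 uM final) was added for 30 min at 37°C in Tris pH 7.4/KCl/MgCl2/DTT buffer. ADP was quantified by HTRF Transcreener TR-FRET.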
# Nrf2 ARE act: qHTS of Nrf2 Activators; hit rate 0.31% among 410,000; AREc32 ARE-luciferase reporter (MCF7-derived line), luminescence, 24 h; Potency, µM (doses to about 46.1 µM), for inactives: at the highest dose activation, hits mostly activators; note: potency is the fitted concentration of half-maximal effect; % of control where 0% means no effect; nearly all actives have a fitted effect of over 65% in size
#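 AREc32 cells carrying an ARE-driven firefly luciferase, 1000 cells/well in OPTI-MEM with 5% FBS, dosed after overnight attachment and incubated 24 hr at 37 deg C. Steady-Glo luminescence read after 30 min at RT.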
# Nrf2 inh: Nrf2 qHTS screen for inhibitors; A549 ARE-Fluc reporter, luciferase luminescence, 18-24 h; Potency, µM (doses to about 46 µM), inactives show top-dose activity change, negative = inhibition, usual class: inhibitors; hit rate 2.1% among 360,000; AID 504444, 2011; note: potency is the fitted concentration of half-maximal effect; % is set by controls: 0 for no effect and ±100 for the full control effect; nearly all actives have a fitted effect of over 60% in size
#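 A549 ARE_Fluc cells (5000/well, 5% FBS OPTI-MEM) pre-incubated 2 h, then treated with compounds 18-24 h at 37C/5% CO2 in concentration-response. CellTiter-Fluor viability read first; BugLite luciferase luminescence after 15 min at room temperature gives Nrf2 activity.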
# Abeta yeast res: qHTS for compounds that reverse cellular toxicity of Amyloid beta (A-beta) peptide in yeast: Primary Screen | Potency, µM (top dose mostly 46.1 µM), for the others: at the highest dose growth rescue, most hits filed as activators | AID 1347071, 2019 | hit rate 0.063% among 410,000 | yeast expressing A-beta42, growth rescue, OD600, 48 h; response scale: 0% DMSO, 100% iron-clioquinol control; note: potency is the fitted concentration of half-maximal effect; nearly all actives have a fitted effect of over 55% in size
#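 Growth rescue measured by 600 nm absorbance after 48 h yeast culture at 30 C with compound. Values normalized between DMSO and an equimolar ferric chloride plus clioquinol control.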
# Akt phos inh: HTS Assay for Inhibitors of Akt Phophorylation: Primary Screen. activity change, % for hits at 50 µM. Neuro2A IGF-stimulated pAkt S473 HTRF, 20 min; stronger effect = lower value. hit rate 0.32% among 360,000; in the data active = activity change below about -80%; inconclusive = mostly about -51% to -80%; note: % is set by controls: 0 for no effect and ±100 for the full control effect
#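 Neuro2A cells (4,500/well, DMEM with 0.5% FBS) were treated with compound at a single 50 µM final concentration, stimulated with 6 nM IGF for 20 min at 37 °C, and lysed. Phospho-Akt Ser473 was read by HTRF as 665/615 ratio ×10^4.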
# TGFb SMAD3 inh: qHTS for Inhibitors of TGF-b; HepG2 CAGA-GFP TGF-b/SMAD3 reporter, GFP fluorescence, 18 h; TGF-beta stimulated, 500 pg/mL final; Potency, µM (top dose mostly 46.1 µM), for inactives: at the top dose activity, negative = inhibition, usual class: inhibitors; hit rate 1.2% among 410,000; AID 588855, 2011; note: potency is the fitted concentration of half-maximal effect; % is set by controls: 0 for no effect and ±100 for the full control effect; nearly all actives have a fitted effect of over 65% in size
#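 Inhibition was scored as loss of TGF-beta-induced (500 pg/mL final, 18 hours, 37 degrees C) GFP in HEPG2 cells carrying a CAGA-GFP reporter, in DMEM with 1% FBS. Well GFP was summed per cell; Activity was normalised to unstimulated and stimulated DMSO wells, then concentration-response fitting.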
# HepG2 tox: qHTS for Inhibitors of TGF-b: Cytotox Counterscreen; HepG2 CAGA-GFP viability, ATP luminescence, 18 h; Potency, µM (top dose mostly 46.1 µM), without a hit: at the top dose activity change, negative = cytotoxicity, hits mostly cytotoxic; hit rate 0.76% among 410,000; AID 588856, 2011; note: potency is the fitted concentration of half-maximal effect; some results filed as inactive show a strong effect at the top dose
#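 HepG2 CAGA-GFP cells (1000/well, DMEM with 1% FBS) received compound, then TGF-beta at 500 pg/mL final, and were incubated 18 hours at 37 degrees C. Viability was read by CellTiter-Glo luminescence. Media-only wells were set as complete cell-killing and DMSO as no toxicity.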
# A549 tox: Nrf2 qHTS screen for inhibitors: counterscreen for cytotoxicity | A549 ARE-Fluc cells, CellTiter-Fluor viability, 18-24 h | Potency, µM (highest dose often 46 µM), inactives show top-dose activity change, negative = cytotoxicity, hits mostly inhibitors | hit rate 0.16% among 390,000 | AID 504648, 2011; note: potency is the fitted concentration of half-maximal effect; % is set by controls: 0 for no effect and ±100 for the full control effect
#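 A549 ARE_Fluc cells in 5% FBS OPTI-MEM were exposed to compounds in concentration-response for 18-24 h at 37 deg C. Viability was read by CellTiter-Fluor fluorescence (Ex 405/Em 525) after 30 min, before the luciferase read.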
# CCT modulator: High-Throughput Screening for Modulators of Cytosolic Chaperonin Activity | purified chaperonin ATPase assay, HTRF ADP detection, 30 min | activity change, % (no concentration beside the values), hits read low | hit rate 0.3% among 360,000 | AID 651819, 2012; in the data active = activity change below about -30%; note: % is set by controls: 0 for no effect and ±100 for the full control effect
#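 Enzyme 40 or 20 nM (batch-dependent) in Tris pH 7.4/KCl/MgCl2/DTT; cpd 76 uM single point; ATP 10 uM; 30 min 37 °C; Transcreener ADP HTRF detection, 30 min RT; ratio 665/615.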
# Starred values were filed as active, the others as inactive; i = inactive; ? = inconclusive; . = not tested or not shown; & = joins results of further samples; [ ] = dose if it differs, or a comment. Unless noted, calls come from the whole dose curve; as a rule, active = well fitted curve in the direction sought with a large enough effect; inconclusive = small, poorly fitted or top-dose-only effect, or another doubt; inactive = no such curve, though single readings can be large; an effect the other way counts as inactive or inconclusive.
SMILES,MmCpn inh,Nrf2 ARE act,Nrf2 inh,Abeta yeast res,Akt phos inh,TGFb SMAD3 inh,HepG2 tox,A549 tox,CCT modulator
C=C(C)C(=O)Nc1cccc(C2=NOC3(C2)C[C@@H](C(N)=O)N(C(=O)CCCCC)C3)c1 (stereo not given in full),-0.3%,-0.1%,-8.8%,4.2%,i,-6.9%,8.5%,-4.7%,-1.9
Cc1ccsc1C(=O)N1CCCC(CCC(=O)N2CCN(c3ccccn3)CC2)C1 (stereo not given),-1.9%,2.3%,-10.6%,17.7%,i,?,-10.6%,8.0%,-0.8
OCCN(CC(O)COc1ccccc1)CC(O)Cn1ccc2ccccc21 (stereo not given),0.4%,4.3%,15.1%,10.4%,i,?,-23.5%,3.1%,0.6
CCN1C(=NCCOC)N[C@@H](CCc2ccccc2)[C@H](C(=O)OC)[C@H]1C,-19.6%&0.0%,-0.4%,11.7%,2.6%,i,-0.8%,0.9%,-2.5%,0.5
Cc1nn(CC(=O)NCCc2ccccc2)c(=O)c2ccccc12,-0.2%,-0.9%,13.1%,10.0%,i,-29.7%,0.1%,12.8%,2.7
CCOc1cc(C(=O)OC(C)C(=O)Nc2ncc(Cl)cc2Cl)ccc1OCC(=O)N1CCOCC1 (stereo not given),-0.8%,0.0%,-2.3%,-18.2%,i,?,4.7%,-0.6%,-2.7
CCCCC(=O)NCCc1ccc(S(N)(=O)=O)cc1,-0.5%,0.1%,-12.1%,0.0%,i,18.8%,-4.3%,-3.0%,-0.7
COc1cc(/C=C/C(=O)/C=C(O)/C=C/c2ccc(O)c(OC)c2)ccc1O,0.7%,?,29.2%,-50.8%[inhibitor],i,?,-18.1%,-15.5%,-0.1
COc1cccc(NC(=O)CN(C)C(=O)c2cccc(S(=O)(=O)N3CC4(C)CC3CC(C)(C)C4)c2)c1 (stereo not given),1.5%,-0.8%,-16.4%,-18.3%,i,-12.8%,-20.6%,-8.5%,-0.3
Cc1ccc(CNS(=O)(=O)c2ccc3c(c2)NC(=O)C(C)S3)cc1 (stereo not given),0.5%,1.6%,-12.0%,3.8%,i,?,-19.5%,-3.0%,1.1
COc1ccc(CCNC(=O)COC(=O)Cn2cnc3ccccc3c2=O)cc1,1.7%,-0.2%,3.6%,-4.8%,i,1.7%,7.2%,-4.4%,1.0
Cc1cc(C)cc(NC(=S)N(CCN(C)C)C(C)c2cccnc2)c1 (stereo not given),1.7%,-0.1%,-19.2%,-11.7%,i,?,-11.8%,8.8%,-6.1
Cc1cc([N+](=O)[O-])nn1Cc1noc(C(=O)NCc2ccc3c(c2)OCO3)n1,-1.0%,-0.5%,?,0.3%,i,22.7%,19.2%,-15.9%,0.2
Cc1cccn2c(=O)c3cc(C(=O)NCC4CCCO4)c(=N)n(Cc4ccc(F)cc4)c3nc12 (stereo not given),-8.3%,0.0%,-0.6%,3.7%,i,11.1%,-4.0%,?,-3.6
O=S(=O)(NC1c2cccc3cccc(c23)C1Sc1ncccn1)c1ccccc1 (stereo not given),-0.9%,7.7%,-20.2%,-14.3%,i,?,-12.6%,1.4%,-1.2
CCN(CC(=O)Nc1ccccc1C(F)(F)F)C(=O)C1CCN(C(=O)Nc2ccccc2)CC1,0.4%,-1.2%,-21.4%,-9.2%,i,3.9%,0.9%,-0.8%,-1.4
O=C(Nc1cccc(Br)c1)N1CCN2CCCCC2C1 (stereo not given),.,9.5%,?,-9.7%,.,-2.9%,-7.5%,6.7%,.
COc1cccc(NC(=O)CSc2nc(C3CC3)nc3ccccc23)c1,-0.2%,-0.2%,?,0.3%,i,-0.7%,-7.7%,-0.4%,1.8
CC(C(=O)NCC1CCCO1)n1cc([N+](=O)[O-])cn1 (stereo not given),-2.0%,-0.2%,0.7%,-5.3%,i,-3.6%,-3.9%,-4.6%,1.8
COc1ccc2c(N)c(C(=O)NN)[nH]c2c1,-0.1%,3.6%,4.6%,3.5%,i,-3.8%,37.8%,1.8%,1.1
Cc1ccc(S(=O)(=O)Cc2ccc(C(=O)N3CCc4ccccc4C3)o2)cc1,0.2%,-0.7%,-18.5%,-7.2%,i,-29.6%,2.4%,-4.1%,-1.8
O=C(NC1CCCCC1)c1ccccc1NC(=O)C1CC1,1.5%,-0.2%,9.8%,1.9%,i,7.5%,-5.9%,-1.1%,0.3
COc1ccc(-c2nnc3sc(CCN4C(=O)c5ccccc5C4=O)nn23)cc1,?,-0.4%,1.5%,1.9%,i,34.1%[activator],-26.0%,8.7%,-3.0
COc1ccc(-n2cnc3cc(NC(=O)c4ccco4)ccc32)cc1,0.0%,3.2%,-17.1%,0.3%,i,?,0.8%,-17.9%,1.3
O=C(Nc1nnc(-c2ccco2)o1)c1ccc(S(=O)(=O)N2CCCC2)cc1,-0.6%,-0.5%,?,29.7%,i,-19.9%,-48.4%,-11.0%,-0.8
CCC(C(=O)Nc1ccccn1)c1ccccc1 (stereo not given),.,0.0%,-5.2%,6.8%,i,2.5%,42.4%,-14.6%,-3.5
COc1cc(C)c(N(C(C)=O)c2ccccc2)c(C)c1,0.8%,-1.7%,.,19.9%,i,3.3%,4.5%,0.8%,-2.0
O=[N+]([O-])c1ccc(NC(=S)NCc2ccc(F)cc2)cc1,2.9%,6.3%,?,-57.2%[inhibitor],i,?,-34.5%,-22.3%,2.6
CC(c1ccccc1)c1nnc(NC(=O)Nc2ccccc2)s1 (stereo not given),-2.3%,3.0%,0.9%,6.2%,i,?,-39.8%,-0.7%,0.7
CCOC(=O)C(C#N)c1ccccn1 (stereo not given),0.9%,-0.2%,6.0%,25.7%,?,-1.6%,-5.4%,3.2%,0.3
O=C(COC(=O)c1ccco1)NCc1ccc(F)cc1,-0.1%,0.3%,0.0%,0.6%,i,3.0%,2.0%,2.2%,2.2
COc1ccc(-n2c3c(cc(C(=O)Nc4cccc(C)n4)c2=O)C(=O)CC(C)(C)C3)cc1,?,2.8%,-22.8%,-4.0%,i,-13.9%,6.2%,-13.2%,-0.9
C/C(CC(O)(/C=N/O)c1ccccc1)=N\O (stereo not given),-0.7%,4.5%,9.9%,-4.8%,i,0.4%,-5.7%,-0.6%,-0.3
CCc1nnc(NC(=O)COc2ccc(N(C)S(=O)(=O)c3ccc(C)cc3)cc2)s1,2.0%,-0.1%,-9.3%,-8.7%,i,-13.9%,-15.9%,-9.8%,-4.0
Cc1nc2ccccc2c(=O)n1NCc1cc(Br)cs1,1.1%,7.94µM*,-12.2%,-18.5%,i,-2.3%,-2.4%,6.0%,-3.2
Cc1ccc(Nc2nc3ccc(C(=O)c4ccccc4)cc3n3c(C)nnc23)c(C)c1,.,-0.7%,19.5%,-5.5%,.,0.0%,16.6%,6.4%,.
Cn1c2ccccc2c(=O)c2ccc(C#Cc3ccccn3)cc21,?,4.8%,-9.3%,-7.2%,i,?,-14.4%,-1.2%,-1.9
COc1ccc(CCC(=O)Nc2ccc(S(=O)(=O)N3CCCC3)cc2)cc1OC,-3.0%,-0.7%,6.3%,11.8%,i,-6.5%,-4.9%,-1.2%,-0.5
CN(C)c1ccc(NC(=O)CN2C(=O)c3ccccc3C2=O)cc1,-3.7%,0.2%,4.8%,6.6%,i,4.3%,6.2%,4.8%,0.4
COc1ccc(C)cc1-n1nnnc1SCC(=O)Nc1cc(C)on1,0.0%,-0.3%,.,-0.4%,i,-5.0%,-13.6%,-0.3%,-0.7
Cc1nccn1CC(=O)N/N=C/c1cccc(O)c1,-1.9%,3.1%,14.5%,-15.7%,i,-19.5%,26.1%,-3.5%,0.1
CCc1ccc(C(=O)COC(=O)CCc2nc3ccccc3c(=O)[nH]2)cc1,-2.2%,1.9%,5.8%,0.0%,i,-1.3%,5.5%,-3.2%,0.0
COc1ccc(-n2cnc3sc4c(c3c2=O)CCCC4)cc1,2.4%,4.2%,?,3.4%,i,-1.1%,-9.7%,-9.8%,-1.4
C[C@@H]1ON(C)[C@H]2C[C@H]3c4cc(N5CCOCC5)ccc4CCN3C(=O)[C@@H]12,.,-0.3%,-0.9%,-8.2%,i,-3.9%,-13.7%,3.1%,-2.3
CC(O)(c1ccc(F)c(F)c1)c1nc(-c2ccc(S(C)(=O)=O)cc2)cs1 (stereo not given),.,5.6%,.,14.2%,i,-29.0%,-10.2%,.,0.8
Cc1c(C(=O)NCCSCc2ccc(Cl)cc2Cl)cccc1[N+](=O)[O-],0.3%,-0.1%,?,10.3%,i,-3.4%,-30.4%,-12.0%,-2.0

# A portion of the results above:
SMILES,MmCpn inh,Nrf2 ARE act,Nrf2 inh,Abeta yeast res,Akt phos inh,TGFb SMAD3 inh,HepG2 tox,A549 tox,CCT modulator
CC(O)(c1ccc(F)c(F)c1)c1nc(-c2ccc(S(C)(=O)=O)cc2)cs1 (stereo not given),.,5.6%,.,14.2%,i,-29.0%,-10.2%,.,0.8
Cc1c(C(=O)NCCSCc2ccc(Cl)cc2Cl)cccc1[N+](=O)[O-],0.3%,-0.1%,?,10.3%,i,-3.4%,-30.4%,-12.0%,-2.0
